Screening data from PubChem BioAssay.
SR-BI HDL uptake: inhibitors of mouse SR-BI mediated HDL lipid uptake. Q61009. ldlA[mSR-BI] CHO cells, DiI-HDL uptake fluorescence, 3 h. inhibition, % at 12.5 µM. actives 0.96% (n = 320,000);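 active = mean replicate inhibition of at least 70% and a set share of replicates each scoring 70 or more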;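 also: 0% = median of neutral control wells and 100% = median of positive control wells; values of inactives mirror those of a sister screen read the other way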
HTR5A inv ag: inverse agonist of human HTR5A in OPRM1-OPRD1 counter-screen | HTR5A cell line, luminescence, inverse agonism | inhibition, % at 9.3 µM | actives 0.083% (n = 340,000) | AID 504634; in the data active = inhibition mostly above about 23%, no sharp cut-off; inactive = mostly below about 18%;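 also: 0% = cells with DMSO and 100% = no-cell wells with DMSO; some compounds called inactive have numbers as strong as hits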
Target sequence (P47898 whole entry, looked up): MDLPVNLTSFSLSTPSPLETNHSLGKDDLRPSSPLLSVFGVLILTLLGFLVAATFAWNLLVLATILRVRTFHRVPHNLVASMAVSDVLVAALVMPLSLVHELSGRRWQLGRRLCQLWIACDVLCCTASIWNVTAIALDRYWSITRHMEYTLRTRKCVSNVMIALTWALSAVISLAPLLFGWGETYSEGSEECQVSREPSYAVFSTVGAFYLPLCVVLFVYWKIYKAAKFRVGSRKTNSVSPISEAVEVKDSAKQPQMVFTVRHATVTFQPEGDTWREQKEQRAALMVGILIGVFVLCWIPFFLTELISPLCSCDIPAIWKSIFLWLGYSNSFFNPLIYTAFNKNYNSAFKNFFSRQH
dFosB act: activators of mouse delta FosB homodimer; P13346; purified delta FosB, TAMRA-CDK5 oligo fluorescence polarization; percent of positive-control signal above neutral wells; activation, % at 25 µM; actives 0.99% (n = 340,000);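 active = mean activation above about 17%, with every replicate also reaching it, limit read from the data, passing the limit was not always enough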;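 also: fluorescence polarization rise as delta FosB binds a TAMRA Cdk5 AP-1 oligo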
Wnt act: activates Wnt/beta-catenin signaling in a reporter cell assay; activation, % at 9.35 µM; activator, plate reader; actives 1.2% (n = 300,000); AID 743398; in the data active = activation above about 30%, passing the limit was not always enough;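 also: 0% = neutral control wells and 100% = positive control wells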
NSD2 inh: NSD2 (human) methyltransferase inhibition | inhibition, % at 12.5 µM | NSD2 peptide methylation, AlphaScreen, 120 min | AID 743445 | actives 0.54% (n = 310,000) | O96028; in the data active = inhibition above about 50%
CDK5 p35 inh: inhibitors of human CDK5/p35 kinase; Q00535+Q15078; Recombinant CDK5/p35, ADP-Glo luminescence, 60 min; inhibition, % at 10 µM; actives 0.01% (n = 330,000);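 active = highest replicate inhibition of at least 50% and at least 75% of replicates reaching 50%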;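 also: plate controls were DMSO neutral control for no effect and GW8510 at 10 µM for full effect; many of its hits are not listed in these tables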
Target sequence (Q00535 whole entry, looked up): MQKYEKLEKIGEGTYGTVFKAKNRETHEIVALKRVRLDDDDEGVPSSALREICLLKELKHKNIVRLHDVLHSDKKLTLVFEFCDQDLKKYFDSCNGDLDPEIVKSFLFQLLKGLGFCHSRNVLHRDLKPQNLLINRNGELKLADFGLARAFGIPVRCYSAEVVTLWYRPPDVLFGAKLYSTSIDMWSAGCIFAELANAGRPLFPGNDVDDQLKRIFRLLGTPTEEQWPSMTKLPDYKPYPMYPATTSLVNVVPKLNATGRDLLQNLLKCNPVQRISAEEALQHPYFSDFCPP
Target sequence (Q15078 whole entry, looked up): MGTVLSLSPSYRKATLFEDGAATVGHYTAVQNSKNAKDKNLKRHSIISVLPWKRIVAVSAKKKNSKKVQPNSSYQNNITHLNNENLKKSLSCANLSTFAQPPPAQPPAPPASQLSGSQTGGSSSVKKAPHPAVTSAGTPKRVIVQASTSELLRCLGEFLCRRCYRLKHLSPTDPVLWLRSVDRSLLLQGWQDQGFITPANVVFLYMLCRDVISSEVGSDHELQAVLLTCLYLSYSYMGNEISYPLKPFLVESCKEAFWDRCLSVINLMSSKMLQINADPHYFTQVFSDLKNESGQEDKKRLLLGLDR
MITF TRPM1 HTS: increases MITF-driven TRPM1 promoter luciferase signal; actives 0.75% (n = 300,000); SK-MEL-5 TRPM1-promoter luciferase, 24 h; % of positive control, neutral wells = 0; activation, % at 12.5 µM;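 active = mean activation of at least 80% with every replicate also reaching 80%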;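 also: 0% = neutral control wells and 100% = parthenolide positive control wells; values of inactives mirror those of a sister screen read the other way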
V-ATPase pHluor: alters yeast V-ATPase proton transport. actives 0.37% (n = 350,000). AID 504577. response, % at 10 µM. S. cerevisiae, pHLuorin cytosolic pH fluorescence; in the data active = response mostly above about 7.3%, no sharp cut-off; inactive = mostly below about 5.4%; also: actives read high; inactives centre near 0; some compounds called inactive have numbers as strong as hits; reference of the scale not given here
HTR5A ag: HTR5A agonism, opioid heterodimer counter-screen | HTR5A agonist assay, luminescence, cell-based | activation, % at 9.3 µM | actives 0.61% (n = 340,000) | P47898; in the data active = activation mostly above about 9.5%, no sharp cut-off; inactive = mostly below about 7.6%;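 also: 0% = cells with vehicle only and 100% = reference agonist; strong numbers were not always called active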
PvdQ acylase: P. aeruginosa PvdQ acylase inhibition | actives 0.063% (n = 340,000) | inhibition, % at 10 µM | purified PvdQ acylase, fluorescence plate reader | AID 488965; in the data active = inhibition above about 30%, passing the limit was not always enough;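 also: 0% = vehicle neutral wells and 100% = reference inhibitor wells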
Active calls of the source: *; . = not tested or not shown. Rows were taken by chance. About 5% of those tested had a hit in this group.

SMILES	SR-BI HDL uptake	HTR5A inv ag	dFosB act	Wnt act	NSD2 inh	CDK5 p35 inh	MITF TRPM1 HTS	V-ATPase pHluor	HTR5A ag	PvdQ acylase
O=C(CCCn1c(=O)[nH]c2ccccc2c1=O)N1CCN(c2ccccn2)CC1	-3.0	-40.6	-5.3	-0.4	.	-1.0	.	12.2	13.9	-8.2
O=C1c2ccccc2C(=O)N1Cc1nc(-c2ccncc2)no1	-12.2	15.6	8.6	-0.3	1.5	-0.2	-1.0	1.5	-6.0	7.6
Cc1ccc(OCC(=O)Nc2oc(-c3ccccc3)c(-c3ccccc3)c2C#N)cc1	20.6	2.6	-8.2	.	.	0.8	10.2	0.7	10.3	-5.5
Cc1ccc(CNC(=O)C2CCC(=O)N(Cc3cccc(C(F)(F)F)c3)C2)o1 (stereo not given)	10.9	-5.9	-15.0	0.4	.	0.3	4.4	0.7	-1.7	-6.8
N#CCCCSc1nnc(Cc2ccc3c(c2)OCO3)o1	-17.9	-1.8	-3.8	.	22.9	-1.2	0.9	-0.9	0.9	-6.6
Cc1cc(C(=O)NNC(=O)c2ccc(NC(=O)CC#N)cc2)c(C)o1	-14.5	14.1	-8.7	5.2	2.0	0.8	4.6	0.0	-5.2	-16.0
COc1ccc(/C=C2\SC(=S)N(C(C(=O)O)c3ccccc3)C2=O)c(OC)c1 (stereo not given)	-14.0	-7.2	-8.3	3.2	.	-0.4	8.6	-2.7	2.6	-2.8
Cc1cc(NC(=O)CSc2nc(=O)cc(N)n2-c2ccc(C)c(C)c2)no1	-15.6	-9.7	-18.3	0.0	-1.7	-4.0	5.0	-0.8	1.3	-18.5
Cn1c(CNC(=O)c2ccccc2F)nnc1SCC(=O)Nc1nncs1	.	-35.9	-2.7	2.8	0.9	-0.6	-7.5	3.9	12.1	-2.0
CC1CCCN(C(=O)CN2C(=O)NC(C)(c3ccc4ccccc4c3)C2=O)C1 (stereo not given)	17.8	-36.6	-6.2	0.0	-1.5	-2.6	4.2	3.3	9.4	-5.4
CS(=O)(=O)N(CCc1ccccc1)CC(=O)NCc1ccc2c(c1)OCO2	-26.7	-9.0	-0.7	.	-0.2	0.9	-5.7	-1.7	-2.1	-11.5
CCN(CC(=O)NCc1cccs1)C(=O)c1ccccc1F	-18.0	3.0	-0.2	5.0	22.5	0.1	5.5	6.2	-1.5	0.2
CCc1ccc(NC(=O)C2=CC=CN3CCS(=O)(=O)N=C23)cc1	-5.2	7.5	-2.3	-0.9	4.8	1.0	16.2	-1.6	-3.0	-6.0
COc1cccc(NC(=O)CN(C)C(C)C(=O)Nc2ccc(C(C)=O)cc2)c1 (stereo not given)	40.5	17.9	-3.5	0.3	-0.8	0.6	2.9	3.7	-6.5	8.1
Cc1ccc(NC(=O)NC2CCCCCCC2)cc1C	12.6	-10.9	-4.8	19.8	-0.2	-1.5	62.8	-3.8	1.4	1.9
O=S(=O)(NCc1ccco1)c1cnc(Cl)c(Br)c1	-30.9	10.9	-5.9	1.2	-0.6	-0.3	-3.3	-0.7	3.2	8.1
COc1ccc(CSc2n[nH]c(C)n2)cc1[N+](=O)[O-]	-36.7	-30.5	1.2	.	-2.9	-1.2	-2.3	-0.8	-3.3	-12.3
Cc1cnc(NC(=O)CCCc2nc3ccccc3s2)s1	18.2	13.1	-5.2	.	-1.5	0.0	-13.7	1.1	-5.1	-5.0
COc1ccc(/C=C2\SC(=O)N(CCC(=O)N3CCN(C)CC3)C2=O)cc1	6.3	4.3	-1.9	0.6	2.1	0.6	3.5	0.5	-1.1	-15.0
Cc1cc(C)c(NC(=O)C(C)c2cccc(C(=O)c3ccccc3)c2)c(C)c1 (stereo not given)	-8.8	10.2	-3.0	16.0	-0.1	-0.2	-7.3	-1.7	-1.2	3.8
CCOC(=O)C1=C(C)C2C3C(=O)N(c4ccccc4C)C(=O)C3C1(C)C1C(=O)N(c3ccccc3C)C(=O)C21 (stereo not given)	-26.4	-8.4	-8.6	2.6	.	1.4	-12.0	-2.9	2.4	-9.3
Cc1ccccc1N1CCN(C(=O)c2cccnc2)CC1	-2.4	5.7	1.0	-2.2	-1.1	2.7	-1.7	6.2	-1.4	-23.2
CCOC(=O)C1=C(C)Nc2ncnn2C1c1c[nH]c2ccccc12 (stereo not given)	11.2	6.9	6.2	.	-2.2	5.4	3.9	4.7	3.0	3.8
COC(=O)[C@H](Cc1c[nH]c2ccccc12)NC(=O)Cc1c[nH]c2ccccc12	-13.7	-6.8	-1.7	0.0	2.3	1.0	-13.2	-1.5	1.9	-18.8
O=C(O)c1cccc(NC(=O)c2cccc(S(=O)(=O)N3CCc4ccccc4C3)c2)c1	-9.0	-41.3	-7.1	-0.7	-0.8	0.5	3.5	0.1	6.2	-11.0
CC(=O)N1CCN(Cc2nc(C(c3ccccc3)c3ccccc3)no2)CC1	-15.2	5.5	2.0	0.9	0.7	1.5	4.4	0.8	-2.1	-2.5
CC(=O)Nc1ccc(C(=O)CSc2nnc(-c3ccccc3F)n2CCc2ccccc2)cc1	.	-1.1	-28.7	-4.0	.	-0.2	-2.4	-0.7	0.3	-10.2
COc1cc2nc(C3CCC3)n(NC(=O)COc3ccccc3)c(=O)c2cc1OC	-0.8	-2.0	-2.2	.	-2.4	2.6	3.1	-0.8	0.6	3.0
Cc1ccc(Nc2ccccc2)cc1	-1.5	7.0	-6.7	-4.8	1.6	-2.7	7.7	-1.7	2.5	-4.1
CC(=O)c1cc(NC(=O)c2ccc(C)cc2)c(=O)oc1C	-3.0	15.7	-12.4	26.0	-2.5	-3.5	5.9	-7.6	-6.0	-2.0
CSCCC(NC(=O)c1ccccc1Cl)C(=O)NCC1COc2ccccc2O1 (stereo not given)	-13.9	-4.7	-4.7	-0.2	-2.0	-1.2	-5.3	1.3	5.8	-0.1
CCOc1ccc(OCCC(=O)OCC(=O)N2CCN(S(=O)(=O)c3ccc(Cl)cc3)CC2)cc1	-6.2	-15.8	-7.2	-2.5	-1.7	1.5	-38.0	4.7	-0.6	-5.4
Cc1nc2ccccc2c2nc(NC(=O)Cc3ccccc3)nn12	-9.0	2.3	-8.7	.	-1.8	0.1	2.8	0.9	-1.5	2.3
CCOC(=O)CN1N=C(/C=C/c2ccccc2)CCC1=O	-44.0	-1.7	-9.5	.	.	-0.8	5.4	-3.6	0.8	-3.8
Nc1cc2sc(-c3ccc(C(=O)O)cc3)nc2cc1Cl	-12.3	15.8	-8.3	-1.3	8.6	9.7	-10.7	7.0	3.6	-81.8
Cc1ccc(OCCN2C(=O)OC(C)(C)C2(C)O)cc1 (stereo not given)	-12.5	6.9	-1.5	-5.0	-2.9	0.1	.	-3.0	-0.3	1.3
CN(CCN1CCOCC1)C(=O)CC1C(=O)NCCN1Cc1ccccc1C(F)(F)F (stereo not given)	-14.6	-5.1	3.5	2.7	-7.1	-0.1	12.8	-1.1	2.0	-21.7
OC(COc1ccc(CNCCc2ccc(C(F)(F)F)cc2)cc1)CN1CCCCC1 (stereo not given)	-5.2	3.4	9.0	-3.2	21.2	-0.1	-93.1	-1.5	-1.2	-9.9
Cc1ccc(NC(=O)CSc2nc3c(c(=O)[nH]2)CCC3)cc1C	-14.2	1.0	2.5	0.1	1.1	-1.7	7.3	-1.3	1.2	-0.5
CCOC(=O)c1c(NC(=O)Cc2ccccc2)sc2c1CC(C)(C)NC2(C)C	-26.2	-4.2	0.8	-6.1	.	-0.2	1.6	-2.1	1.4	-5.2
Cc1ccc(Cn2c(SCC(=O)N(C)C3CCS(=O)(=O)C3)nc3ccccc3c2=O)cc1 (stereo not given)	18.1	0.0	-2.0	-0.2	5.6	-0.3	5.8	-1.8	0.0	7.6
COc1cccc(NC(=O)CN(C2=NC3CS(=O)(=O)CC3S2)c2cccc(C)c2)c1 (stereo not given)	11.4	-2.5	-2.9	-2.9	.	0.7	.	-0.8	-3.3	-12.3
COc1ccc(NC(=O)CS(=O)CC(=O)Nc2ccc(OC)c(OC)c2)cc1 (stereo not given)	14.1	10.8	0.3	-1.1	0.0	-1.8	.	1.9	4.5	1.9
COc1cccc(Oc2ccc(N/C=C/C(=O)C(C)(C)C)cc2)c1	27.5	-1.9	-15.0	-0.9	-1.3	-1.4	17.4	2.7	0.8	14.5
CN(C)CCCNc1ncnc2scc(-c3ccccc3)c12	-26.5	8.5	-8.2	40.0*	9.3	0.3	1.0	-7.2	-3.4	-11.7
Clc1ccc(Cn2c(-c3cccnc3Cl)nc3ccccc32)c(Cl)c1	2.4	-2.8	-12.6	.	12.8	-0.5	-5.1	1.5	0.6	-1.7
Cc1cccc(SCc2noc(C(=O)NC(C)C)c2C(=O)O)c1	-31.8	-2.6	-3.2	0.4	.	0.6	-4.9	-3.1	1.1	-15.4
Cc1ccc(C(=O)N2CC(=O)NC(=O)C2)cc1	-4.5	-8.6	7.6	0.5	-2.7	-6.4	.	2.7	2.3	-14.3
N#CCCN(Cc1cccnc1)C(=S)NC1CC2C=CC1C2 (stereo not given)	-11.2	13.5	4.4	-1.9	-1.1	-0.4	.	-2.3	3.3	-10.2
Cc1cccc(C)c1NC(=S)NN1CCN(C)CC1	-14.1	13.8	-0.6	.	-5.1	1.7	-3.8	-2.3	1.5	-21.1
O=C(O/N=C\c1ccc(N2CCCCC2)c([N+](=O)[O-])c1)c1cccc(C(F)(F)F)c1	-5.9	-20.9	0.7	.	-0.2	-0.7	-7.8	1.9	-0.6	1.6
CCOC(=O)Cn1c(CN2CCN(C(c3ccccc3)c3ccccc3)CC2)nc2c1c(=O)n(C)c(=O)n2C	18.4	-7.1	-1.4	-1.7	.	1.0	.	3.5	-6.2	3.7
O=C(Nc1ccc(-n2ccnc2P(=O)(O)c2ccccc2)cc1)c1ccccc1Br	5.8	2.4	-1.0	.	35.9	-5.9	-0.6	-0.4	-1.1	-19.3
Cc1cccc(N2CCN(C(=O)c3ccc(Cl)c(NC4=NC5CS(=O)(=O)CC5S4)c3)CC2C)c1 (stereo not given)	-1.8	-1.1	-1.5	-1.7	5.8	-1.2	8.5	3.0	0.3	7.9
CCN1C(=O)[C@@H]2[C@@H](c3ccc(-c4ccc(OC)cc4)cc3)N3CCCC[C@@]3(C(=O)OC)[C@@H]2C1=O	19.5	-2.6	4.0	-7.0	.	-0.2	-13.4	1.2	-1.2	1.4
Cc1oc2c(C)c3oc(=O)c4c(c3cc2c1C)CCC4	1.3	-18.9	6.3	-4.8	1.3	0.6	-0.2	-2.1	3.0	-16.2
COCCCn1c(Cc2ccccc2)nnc1SCC(=O)N1CCCCC1	3.8	3.0	-0.5	.	1.5	-3.1	-9.2	3.4	4.8	-6.7

A different layout for part of the listing above.
| Molecule | SR-BI HDL uptake | HTR5A inv ag | dFosB act | Wnt act | NSD2 inh | CDK5 p35 inh | MITF TRPM1 HTS | V-ATPase pHluor | HTR5A ag | PvdQ acylase |
| --- | --- | --- | --- | --- | --- | --- | --- | --- | --- | --- |
| CCOC(=O)Cn1c(CN2CCN(C(c3ccccc3)c3ccccc3)CC2)nc2c1c(=O)n(C)c(=O)n2C | 18.4 | -7.1 | -1.4 | -1.7 | . | 1.0 | . | 3.5 | -6.2 | 3.7 |
| O=C(Nc1ccc(-n2ccnc2P(=O)(O)c2ccccc2)cc1)c1ccccc1Br | 5.8 | 2.4 | -1.0 | . | 35.9 | -5.9 | -0.6 | -0.4 | -1.1 | -19.3 |
| Cc1cccc(N2CCN(C(=O)c3ccc(Cl)c(NC4=NC5CS(=O)(=O)CC5S4)c3)CC2C)c1 (stereo not given) | -1.8 | -1.1 | -1.5 | -1.7 | 5.8 | -1.2 | 8.5 | 3.0 | 0.3 | 7.9 |
